OX1R FRET antag: antagonists of human orexin 1 receptor (OX1R) | OX1R-expressing cells, FRET antagonist read-out | inhibition, % at 6.6 µM | 330,000 compounds, 1.8% hits; in the data active means inhibition mostly above about 38%, no sharp cut-off; inactive means mostly below about 40%;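 further: 0% = agonist challenge alone and 100% = reference antagonist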
Target sequence (O43613 whole entry, looked up): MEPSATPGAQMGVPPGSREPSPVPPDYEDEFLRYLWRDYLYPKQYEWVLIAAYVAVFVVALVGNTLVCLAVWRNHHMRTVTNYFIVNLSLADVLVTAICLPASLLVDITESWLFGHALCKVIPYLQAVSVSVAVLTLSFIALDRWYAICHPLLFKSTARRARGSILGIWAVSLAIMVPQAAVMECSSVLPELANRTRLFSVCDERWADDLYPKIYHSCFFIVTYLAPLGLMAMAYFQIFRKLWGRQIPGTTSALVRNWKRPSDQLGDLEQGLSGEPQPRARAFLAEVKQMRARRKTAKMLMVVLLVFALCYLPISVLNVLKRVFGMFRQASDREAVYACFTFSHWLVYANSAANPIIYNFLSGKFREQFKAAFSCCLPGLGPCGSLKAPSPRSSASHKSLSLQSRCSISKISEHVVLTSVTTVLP
STK33 kinase inh: human STK33 kinase inhibition | AID 2661 | inhibition, % at 10 µM | 320,000 compounds, 0.073% hits | Q9BYT3 | purified STK33, MBP phosphorylation, ADP-Glo luminescence;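 active means inhibition at or above 25%, using the most active replicate where run in duplicate; inactive means inhibition below 25%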
Target sequence (Q9BYT3 whole entry, looked up): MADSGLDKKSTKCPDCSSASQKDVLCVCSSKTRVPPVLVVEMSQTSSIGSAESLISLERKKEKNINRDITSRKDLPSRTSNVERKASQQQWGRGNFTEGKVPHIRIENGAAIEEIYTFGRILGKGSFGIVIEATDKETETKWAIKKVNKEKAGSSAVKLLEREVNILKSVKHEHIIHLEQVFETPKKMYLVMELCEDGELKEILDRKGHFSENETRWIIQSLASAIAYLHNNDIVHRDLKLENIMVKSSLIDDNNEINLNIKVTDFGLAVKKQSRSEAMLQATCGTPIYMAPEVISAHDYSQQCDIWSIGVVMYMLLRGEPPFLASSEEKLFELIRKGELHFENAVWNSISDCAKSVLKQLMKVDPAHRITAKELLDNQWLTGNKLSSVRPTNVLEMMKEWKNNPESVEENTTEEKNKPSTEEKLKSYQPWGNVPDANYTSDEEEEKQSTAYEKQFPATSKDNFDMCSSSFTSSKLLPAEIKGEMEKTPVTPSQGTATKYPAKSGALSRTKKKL
* = called active by the depositor; nt = no result given.

SMILES	OX1R FRET antag	STK33 kinase inh
CC(C)(C)OC(=O)N1CCNc2ccccc2C1	14	nt
CC(C)(C)n1nnnc1C(c1ccncc1)N1CCCCCC1 (stereo not drawn)	17	0.4
COc1ccc(CNC(=O)CCN2C(=O)c3ccccc3C2=O)cc1OC	30	-0.3
CN(C(=O)COC(=O)CSCc1cccc(Cl)c1)c1c(N)n(Cc2ccccc2)c(=O)[nH]c1=O	5	-0.7
COc1ccc(OC)c(S(=O)(=O)n2nc(C)cc2C)c1	9	-1.7
COc1cccc(NC(=O)Nc2cc(C)on2)c1	-2	-1.0
Cc1cccnc1NC(=O)c1sc2ccccc2c1Cl	46	1.8
O=C(O)[C@H](Cc1c[nH]c2ccccc12)Nc1ncccc1[N+](=O)[O-]	30	0.6
Cc1c(Cl)cccc1NC(=O)[C@@H](NC(=O)c1ccccc1Cl)C(C)C	21	-0.2
COc1cccc(C(=O)OCn2nnc3ccccc3c2=O)c1	-3	-0.6
CCN1C(=O)/C(=C\c2ccc(-c3cccc(C(=O)OC)c3)o2)SC1=Nc1ccc(C(=O)O)cc1	-1	-0.6
C=CCn1c(SCC(=O)Nc2cc(C)nn2-c2ccccc2)nnc1C1CCCCC1	14	-0.3
Cc1onc(-c2ccccc2)c1C(=O)Nc1sc2c(c1C#N)CCC(C)C2 (stereo not drawn)	11	-1.2
Cn1nnnc1SCC(=O)Nc1ccc(C(=O)N2CCN(Cc3ccccc3F)CC2)cc1	4	0.3
COc1ccc(CNC(=O)[C@H](C)NC(=O)C2CC(=O)N(c3ccc4c(c3)OCO4)C2)cc1 (stereo partly drawn)	7	-0.8
CCN(CC)S(=O)(=O)c1ccc(OC)c(NC(=S)Nc2cccc(C)c2C)c1	10	0.0
Cc1ccc(C(=O)CSc2ncnc3ccccc23)o1	24	3.6
Cc1nc2ccccc2c(=O)n1NC(=O)Cc1ccc(Br)cc1	12	-1.3
O=C(CCCCCn1c(=O)[nH]c2ccccc2c1=O)NCCc1c[nH]c2ccccc12	28	3.6
CN(C(=O)CSCC(=O)Nc1ccc(Cl)cc1)C1CCCCC1	6	-0.6
O=C(OCc1cccc(C(F)(F)F)c1)c1ccc[nH]c1=O	6	-2.1
NC(=O)c1ccc[n+](CC(=O)NCc2ccc(Cl)cc2)c1	-2	-1.2
CNc1nc2[nH]c(=O)c3c(c2s1)OC(N)=C(C#N)C3c1cccc(F)c1 (stereo not drawn)	26	-0.4
COc1ccc(CCNCC(=O)Nc2ccc(C(=O)N3CCCCC3)cc2)cc1	27	-1.5
COc1ccc2nc(NC(=O)CSc3nnc(C)s3)sc2c1	4	-0.6
CC(=O)N1C(=O)CC(C)N(C(C)=O)c2ccc([N+](=O)[O-])cc21 (stereo not drawn)	30	-0.8
Cc1ccc2cccc(OCC(=O)N3CCc4ccccc43)c2n1	12	0.3
CCC(CO)Oc1cc(NCc2cccc(C)c2)c2ncn(C(C)C)c2c1 (stereo not drawn)	15	1.0
COC(=O)NCC(c1ccco1)N1CCN(c2ccc(F)cc2)CC1 (stereo not drawn)	12	-1.3
Cc1cccc(-c2nsc(SCC(=O)NCC3CCCO3)n2)c1 (stereo not drawn)	6	-1.1
CON(C)c1nc(Oc2ccc(=O)[nH]n2)nc(N(C)C)n1	9	-0.9
CCNC(=O)CSc1nnc(-c2cccs2)o1	18	1.1
COC(=O)C/C=C/N(Cc1ccccc1OC)S(=O)(=O)CCl	4	nt
Cc1ccc2ncccc2c1[N+](=O)[O-]	8	1.3
C=CCc1cc(S(=O)(=O)c2ccc(O)c(CC=C)c2)ccc1O	10	1.8
CCN(CC)S(=O)(=O)c1ccc(N2CCOCC2)c(NC(=O)c2sccc2C)c1	7	-0.6
O=C(N=C1c2ccccc2CN1c1cccc(Cl)c1)c1cccnc1	12	0.8
Cc1onc(-c2ccccc2Cl)c1C(=O)OCC(=O)Nc1ccc2c(c1)OCO2	9	-0.9
COc1ccc(F)cc1CN1CCN(CC(=O)Nc2ccccc2C(=O)NC2CC2)CC1	8	-1.7
N#Cc1c(SCC(=O)Nc2nc3ccccc3s2)sc2c(O)cc(=O)[nH]c12	5	2.9
O=C1C=C(c2ccc(Cl)c(C(F)(F)F)c2)C[C@@H](c2ccc(Cl)cc2)C1	4	-0.7
CC(C)NC(NC(=O)Cc1ccccc1)C(Cl)(Cl)Cl (stereo not drawn)	32	-1.7
COc1cc([N+](=O)[O-])ccc1NC(=O)CC1SC(=Nc2ccc(F)cc2)N(CCC2=CCCCC2)C1=O (stereo not drawn)	8	0.6
Cc1cccc(-c2nc3ccc(C(=O)NCCN4CCN(C)CC4)cc3nc2-c2cccc(C)c2)c1	18	0.2
CCCOc1ccc(C(=O)NCCN2CCOCC2)cc1	3	-0.1
CC1CCCN(S(=O)(=O)c2ccc(NC(=O)CN3CCCCC3)cc2)C1 (stereo not drawn)	17	-0.9
COC(=O)C1=C(C(=O)OC)[C@@H]2N(C)c3ccccc3[C@@]23C[C@@H](CO)N(C(=O)NCCBr)C3=N1	10	0.8
CCc1cccc(CC)c1NC(=O)C1CCN(C(=O)c2ccco2)CC1	11	-1.1
Cc1ccc(S(=O)(=O)NC(C)(C)CSc2ncccn2)cc1	9	-1.2
Fc1ccc(-c2nnc(N3CCOCC3)c3ccccc23)cc1F	17	0.9
COc1ccc(C)cc1NC(=S)N1CCN(S(C)(=O)=O)CC1	3	-1.7
CCOc1ccc(C(C#N)N2CCOCC2)cc1OC (stereo not drawn)	15	-0.5
CN(Cc1cnccn1)C(=O)CC1C(=O)NCCN1Cc1ccc(F)cc1Cl (stereo not drawn)	13	-2.4
CCCCN(C(=O)Nc1ccc(OCC)cc1)C1CCN(C(C)=O)CC1	9	8.4
Oc1ccc(-c2nc3ncccn3c2Nc2ccc3c(c2)OCCO3)cc1	3	0.4
CCCOc1ccccc1Nc1nnc(C)c(=O)[nH]1	17	0.6
COc1cccc(-c2cc(=O)c3cc(NC(=O)c4ccc(N(C)C)cc4)ccc3[nH]2)c1	18	-0.8
O=C(Nc1ccc(S(=O)(=O)NC2=NCCCCC2)cc1)c1cccs1	4	1.4
O=C(NCCN1C(=O)S/C(=C\c2ccccc2F)C1=O)C1=COCCO1	28	-3.0
CCCNc1ncnc2nc[nH]c12	13	5.8
Continued.
SMILES	OX1R FRET antag	STK33 kinase inh
O=C(CC1C(=O)NCCN1Cc1ccc(-c2ccccc2)cc1)NC1CCC1 (stereo not drawn)	6	3.5
CCN(CC)C(=O)Cn1c(=O)n(CCCCCC(=O)Nc2ccccc2)c(=O)c2sccc21	15	-1.4
CSc1ccc(CN(C)C(=O)c2cccc(S(=O)(=O)N3CCN(Cc4ccccc4)CC3)c2)cc1	30	0.7
CCCC(C)(C)NC(=O)CCCCC(=O)NC(C)(C)CCC	21	0.4
CCOC(=O)C1=NN(c2ccccc2)C(=O)C1	50	-0.3
CCN(C(=O)c1coc(=O)c2ccccc12)c1cc(OC)ccc1OC	38	0.6
Cc1cc(C)c(/C=N/n2c(C)cc(C)c(C#N)c2=O)c(C)c1	23	-0.4
O=C(CC1C(=O)NCCN1Cc1cccc(F)c1F)NC1CCCCCC1 (stereo not drawn)	14	-3.1
CC(=O)Nc1cccc(N/C(N)=N/c2nc(C)cc(C)n2)c1	11	-0.7
O=C(c1sc2cccc(Cl)c2c1Cl)N1CCN(CCc2ccccn2)CC1	35	-1.9
CCOc1ccccc1OCCCNCc1ccco1	11	7.8
CCOC(=O)Cn1c(=O)c(-c2ccccc2NC)nc2ccccc21	33	-0.9
N#CCCn1c(Cl)nc2ccccc21	0	-0.6
C=C1CCN(C(Cc2ccccc2)C(=O)OC)S(=O)(=O)c2ccc(F)cc21 (stereo not drawn)	41	-0.6
COc1ccc(Nc2ncnc3ccc(C)cc23)cc1	18	nt
COc1ccc(-c2nnn(CC(=O)N(Cc3ccco3)C(C(=O)NCC3CCCO3)c3ccco3)n2)cc1 (stereo not drawn)	4	0.0
O=C(CCSc1ccc(Cl)cc1)Nc1cccnc1	15	-1.9
Cc1ccc(Cl)cc1NC(=O)C(Cc1ccccc1)N1C(=O)C2C3CCC(C3)C2C1=O (stereo not drawn)	13	-1.5
COc1ccccc1CCNC(=O)C1CCN(c2nnc(C)c3c(C)n(-c4ccc(C)cc4)nc23)CC1	-1	0.2
O=C(Nc1ccccc1C(=O)NCc1ccccc1)C1=CSCCO1	7	-0.9
Cc1ccc(CS(=O)(=O)CCC(=O)NCCCN2CCCC2)cc1	2	2.5
COC(=O)c1nn(-c2ccc3c(c2)CCN3C(C)=O)cc1O	18	-2.2
CCN(c1ccccc1)S(=O)(=O)c1ccc(C(=O)Nc2nnc(C3CC3)o2)cc1	3	-0.6
CCN(CC)C(=O)C1CCCN(Cc2ccc(F)c(F)c2)C1 (stereo not drawn)	7	-0.5
S=c1[nH]nc(-c2cc(-c3ccsc3)n[nH]2)n1-c1cccc2ccccc12	5	0.4
COc1cccc(-c2nc(-c3ccc(NC(=O)c4cccs4)cc3)no2)c1	24	-0.1
NS(=O)(=O)c1ccc(CNc2ncnc3sccc23)cc1	9	-2.4
Cn1c(=O)c2c(nc(NCCNC(=O)c3ccco3)n2Cc2ccccc2)n(C)c1=O	12	-0.9
CC(=O)N1CCN(C(=O)c2cc3ccccc3o2)CC1	-4	-0.6
O=C(CCn1nnc2ccccc21)NNC(=O)C1CCCCC1	5	-0.5
CC(C)(C)NC(=O)CSc1nc(-c2ccc(F)cc2)cs1	11	0.0
CC(C)(C)c1ccc(C(=O)N2CCC(C(=O)NCC3CCCO3)CC2)cc1 (stereo not drawn)	8	-1.7
Cn1c(Cl)c(C(=O)Nc2ccccc2)c2ccccc21	10	0.8
COc1cc(NC(=O)CCCNC(=O)Cn2cnc3sc4c(c3c2=O)CCCC4)cc(OC)c1OC	8	0.2
CCc1c2ccccc2nn1-c1ccccc1C(=O)C(C)=O	1	-0.1
CC(C)(C)c1cc(C(=O)Nc2cccc3ccccc23)ccn1	18	-3.1
CCCCN(CC)CCNC(=O)c1cn(-c2ccc(Cl)cc2)c(=O)c2ccccc12	3	0.2
CCOC(=O)c1ccc(Nc2cc(C)nc(-c3ccccc3)n2)cc1	83*	-0.4
COc1ccc2[nH]cc(C(=O)C(=O)N3CCCCC3)c2c1	4	0.4
O=[N+]([O-])c1nn(-c2ccc3c(c2)OCCO3)n(O)c1=NCc1ccc(F)cc1Cl	27	-3.3
Cc1nn(Cc2cccc(F)c2)c(C)c1NC(=O)c1c(Cl)cnn1C	7	0.7
Cc1cc(C)nc(SCC(=O)c2ccc(F)c(C)c2)n1	18	-0.7
Cc1ccc(-n2ncc3c(=O)n(CC(=O)OCc4ccccc4)cnc32)cc1	9	0.7
CCC(CC)NC(=O)c1nn(Cc2ccccc2)c(=O)c2ccccc12	31	0.7
CC(=O)OC[C@H]1O[C@@H](n2ccc(=O)[nH]c2=S)C(OC(C)=O)C1OC(C)=O (stereo partly drawn)	10	-1.6
CCn1c(CCCNC(=O)c2ccco2)nc2ccccc21	14	0.9
CCOC(=O)c1cnc(-n2nc(C)cc2C)nc1NCCc1ccccc1	5	-1.1
CC1c2ccccc2N(NC(=O)Cc2ccccc2)C1C (stereo not drawn)	4	-3.5
COc1cccc(CNCCc2c[nH]c3ccccc23)c1OCc1ccccc1	6	1.1
O=C(COC(=O)COc1ccccc1F)Nc1ccc2c(c1)OCO2	-2	-0.6
CCc1[nH]nc(C(=O)N2CCCC(C(=O)c3cccc(C(F)(F)F)c3)C2)c1C (stereo not drawn)	30	3.0
Nc1nc2c(c(=O)[nH]1)CN(Cc1ccccc1)CC2	8	-1.5
Cc1ccccc1/C=N/Nc1nc2ccccc2c(=O)n1O	8	0.9
CCOc1ccccc1C1C(C#N)=C(N)N(N(C)C)C2=C1C(=O)CCC2 (stereo not drawn)	3	-0.1
COc1ccc(-c2cc(C(F)(F)F)n3ncc(C(=O)NCC4CCCO4)c3n2)cc1OC (stereo not drawn)	17	0.3
S=C(Nc1ccccc1)Nc1ccc(Br)cn1	9	-3.5
Cc1ccc2nc(-c3ccncc3)cc(C(=O)NCCc3ccc(F)cc3)c2c1	17	-0.7
Cc1c(NS(=O)(=O)c2ccc(NC3CCCC3)c([N+](=O)[O-])c2)c(=O)n(-c2ccccc2)n1C	6	0.8

Compound activity as filed in PubChem.
